PfHsp40 yeast – compounds rescuing yeast from Plasmodium falciparum HSP40 toxicity; S. cerevisiae expressing PfHsp40, growth rescue, ATP luminescence; growth rescue, % at 12.5 µM; 0.68% of 340,000 active; in the data active = growth rescue above about 28%, passing the limit was not always enough; inconclusive = no clear call, values can overlap the other calls;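 also: yeast W303a lacking pdr1 and pdr3 grown in galactose medium; growth measured after three days at 30 °C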
3CLpro inhibitor – SARS-CoV 3CLpro protease inhibition; recombinant SARS-CoV 3CLpro, quenched FRET peptide cleavage; AID 1706; 0.14% of 290,000 active; inhibition, % at 6 µM; in the data active = inhibition above about 12%
Y pestis TopoI – inhibitors of Yersinia pestis topoisomerase I; activity, % at 10 µM; 0.064% of 360,000 active; Y. pestis Topo-I cleavage product accumulation, plate reader; AID 504884; in the data active = activity above about 50%, passing the limit was not always enough; inconclusive = no clear call, values can overlap the other calls; also: inactives centre near 2
Rv3671c protease – Rv3671c (M. tuberculosis) protease inhibition. P9WHR9. inhibition, % at 5.96 µM. 0.048% of 320,000 active; in the data active = inhibition above about 38%;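 also: extracellular domain of Rv3671c used as enzyme; 0% = enzyme with DMSO and 100% = no enzyme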
VHR inh abs – blocks human VHR1 dual specificity phosphatase. P51452. recombinant VHR phosphatase, pNPP absorbance. inhibition, % at 13.3 µM. 0.52% of 290,000 active. AID 1654; in the data active = inhibition above about 50%; also: some compounds called inactive have numbers as strong as hits
Target sequence (P51452 whole entry, looked up): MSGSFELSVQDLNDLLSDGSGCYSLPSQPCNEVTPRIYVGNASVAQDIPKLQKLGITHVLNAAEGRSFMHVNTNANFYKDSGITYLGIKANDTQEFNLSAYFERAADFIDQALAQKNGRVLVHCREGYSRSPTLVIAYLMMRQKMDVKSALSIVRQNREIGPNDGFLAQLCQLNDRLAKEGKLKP
Vc quorum ag – quorum light induction in luxS cqsA deficient V. cholerae | V. cholerae BH1578 lux reporter, luminescence, 6 h | activation, % at 18.7 µM | 0.16% of 350,000 active; in the data active = activation mostly above about 9.7%, no sharp cut-off; inconclusive = no clear call, values can overlap the other calls; inactive = mostly below about 3.7%; also: not every result past the cut was called active; inactives centre near 0; reference of the scale not given here
PriA SSB inh – inhibitors of Klebsiella pneumoniae PriA binding to SSB C-terminal tail. AlphaScreen SSBct-PriA binding, biotinylated peptide. inhibition, % at 33 µM. 0.6% of 430,000 active. AID 1272365; in the data active = inhibition mostly above about 37%, no sharp cut-off; inactive = mostly below about 20%;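 also: plate controls were negative control peptide for no effect and reference peptide for full effect; strong numbers were not always called active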
TcdB GH inh – TcdB glycohydrolase inhibition; inhibition, % at 9.99 µM; AID 652162; 0.24% of 350,000 active; TcdB glycohydrolase enzymatic assay, plate reader; P18177; in the data active = inhibition above about 10%
MazEF act – increases E. coli MazEF RNase cleavage of RNA. P0AE70. FAM/BHQ RNA-DNA oligo cleavage fluorescence, 5 h. activation, % at 20 µM. 0.32% of 350,000 active; in the data active = activation above about 50%
Target sequence (P0AE70 whole entry, looked up): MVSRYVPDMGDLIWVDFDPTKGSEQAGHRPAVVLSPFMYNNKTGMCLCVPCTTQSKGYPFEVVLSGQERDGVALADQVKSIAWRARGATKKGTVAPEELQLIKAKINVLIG
Anthrax LF inh2 – blocks Bacillus anthracis lethal factor protease; P15917; multiplex microsphere protease cleavage assay, LF; inhibition, % at 10 µM; 0.12% of 360,000 active; AID 588501; in the data active = inhibition above about 30%; inconclusive = no clear call, values can overlap the other calls; also: plate controls were buffer without enzyme for full effect and enzyme alone for no effect
Target sequence (P15917 whole entry, looked up): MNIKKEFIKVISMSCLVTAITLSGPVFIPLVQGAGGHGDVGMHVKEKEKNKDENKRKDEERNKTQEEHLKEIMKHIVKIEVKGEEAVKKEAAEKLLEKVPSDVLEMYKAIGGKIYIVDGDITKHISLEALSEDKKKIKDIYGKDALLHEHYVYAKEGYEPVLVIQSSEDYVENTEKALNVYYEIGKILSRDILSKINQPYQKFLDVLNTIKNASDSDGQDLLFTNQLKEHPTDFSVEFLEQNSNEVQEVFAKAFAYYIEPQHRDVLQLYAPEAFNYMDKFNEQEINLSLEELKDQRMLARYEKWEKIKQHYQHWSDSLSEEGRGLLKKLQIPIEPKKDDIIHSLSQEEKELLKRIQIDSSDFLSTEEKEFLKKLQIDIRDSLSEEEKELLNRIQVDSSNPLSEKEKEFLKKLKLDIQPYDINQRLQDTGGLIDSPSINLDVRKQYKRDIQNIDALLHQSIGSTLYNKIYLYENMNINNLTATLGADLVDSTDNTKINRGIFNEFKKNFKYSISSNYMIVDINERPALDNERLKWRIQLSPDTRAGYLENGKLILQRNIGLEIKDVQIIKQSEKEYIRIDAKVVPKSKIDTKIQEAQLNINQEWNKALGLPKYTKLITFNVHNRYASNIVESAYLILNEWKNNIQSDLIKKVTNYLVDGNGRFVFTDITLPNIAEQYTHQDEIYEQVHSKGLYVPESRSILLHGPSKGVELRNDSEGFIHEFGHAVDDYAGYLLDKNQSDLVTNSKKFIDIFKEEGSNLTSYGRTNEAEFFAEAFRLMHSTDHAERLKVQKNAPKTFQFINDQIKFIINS
* hit, by the source's call; i = inactive; ? = inconclusive; · = not tested or not shown. The list is partial, so the mix of outcomes need not match the whole.

entry	Structure	PfHsp40 yeast	3CLpro inhibitor	Y pestis TopoI	Rv3671c protease	VHR inh abs	Vc quorum ag	PriA SSB inh	TcdB GH inh	MazEF act	Anthrax LF inh2
1	COc1ccc(C(=O)C[n+]2ccc3c(c2)nc(-c2ccc(OC)cc2OC)n3C)cc1	-0.7	-7	-5	3	23	-12	-8	·	0	2
2	COc1ccc(S(=O)(=O)N(C)c2ccc(C(=O)NC3CCCC3)cc2)cc1	1.1	1	17	-2	23	i	-10	2.9	0	-7
3	CC(C)=CCc1c(O)c(CC=C(C)C)c2c(c1O)C(=O)CC(c1ccc(O)cc1)O2 (centres undefined)	9.0	1	-16	-9	30	-0.5	-14	-0.4	-13	-4
4	C=CCN1CCN(C(c2ccccc2OC)c2nnnn2C(C)(C)C)CC1 (centres undefined)	-0.1	7	-3	2	22	-0.2	-4	0.5	0	-3
5	CCOC(=O)c1c(-c2ccccc2)oc2ccc(OCC)cc12	-0.2	4	15	-6	39	-0.8	-18	·	-24	-2
6	O=C(CSc1ccc(Cl)cc1)Nc1ccccc1N1CCN(C(=O)c2ccc(Cl)cc2)CC1	3.3	2	21	-15	9	i	-3	5.8	-10	0
7	Cc1cc(C(=O)N[C@H](c2ccccc2)[C@@]2(C)C[C@@H]2[C@@H](C)C(=O)Nc2ccc3ccccc3c2)n(C)n1	4.3	-3	17	-33	1	0.1	8	-3.5	6	-8
8	CCC(C)C(=O)Nc1ccc([N+](=O)[O-])cc1OC (centres undefined)	0.6	4	-6	-13	-2	i	-5	0.0	3	-2
9	O=C1CC2OCC=C3CN4CCC56c7cc([N+](=O)[O-])ccc7N1C5C2C3CC46 (centres undefined)	-1.7	1	-1	-4	26	0.0	2	0.3	0	-1
10	Fc1ccc(-c2nnc3n2CCCCC3)cc1	0.5	4	2	7	17	0.5	-23	1.2	5	-5
11	O=C1NC(=O)C(CC(=O)N(c2ccccc2)C2(C(=O)NC3CCCC3)CCCCC2)N1 (centres undefined)	1.2	0	3	1	12	-0.7	-5	·	13	-2
12	O=C(C#Cc1ccccc1)c1ccc([N+](=O)[O-])cc1	10	-1	-9	·	7	i	-10	·	14	1
13	NC(=O)CNc1n[nH]c(=S)[nH]c1=O	1.1	2	-4	-1	20	-0.7	-32	0.3	6	2
14	CC1(C)CC(=O)C2=C(C1)OC(N)=C(C#N)C2C#Cc1ccccc1 (centres undefined)	0.5	-1	1	7	-8	i	8	·	3	-2
15	COc1ccc(NC2Oc3cc4c(cc3C(c3cc(OC)c(OC)c(OC)c3)C2C)OCO4)cc1 (centres undefined)	-0.7	·	-5	·	·	i	12	1.4	-9	-6
16	c1ccc(CNc2c3c(nc4ncnn24)CCCC3)nc1	1.9	1	2	0	-18	-7.7	-16	·	7	1
17	O=C(Cn1cnc2c(NCc3ccccc3)ncnc21)NCCc1cc2ccccc2[nH]1	0.1	·	-8	·	·	i	8	1.1	12	-5
18	CO/N=C/C=C1/N(C)c2ccccc2C1(C)C	0.9	6	2	3	5	i	·	1.4	2	-8
19	Cc1ccc(S(=O)(=O)Nc2c(C)n(C)n(-c3ccccc3)c2=O)cc1C(=O)NCc1ccccc1	0.5	·	-8	0	·	-0.4	-14	2.9	4	2
20	COc1ccc(/C=C/C(=O)Oc2cc(O)cc(O)c2)cc1	0.7	3	-1	-9	23	i	-11	1.1	5	14

For reference, some entries already given.
entry	Structure	PfHsp40 yeast	3CLpro inhibitor	Y pestis TopoI	Rv3671c protease	VHR inh abs	Vc quorum ag	PriA SSB inh	TcdB GH inh	MazEF act	Anthrax LF inh2
1	COc1ccc(C(=O)C[n+]2ccc3c(c2)nc(-c2ccc(OC)cc2OC)n3C)cc1	-0.7	-7	-5	3	23	-12	-8	·	0	2
2	COc1ccc(S(=O)(=O)N(C)c2ccc(C(=O)NC3CCCC3)cc2)cc1	1.1	1	17	-2	23	i	-10	2.9	0	-7

Back to the main list; the 6 compounds before the break are reprinted first.
entry	Structure	PfHsp40 yeast	3CLpro inhibitor	Y pestis TopoI	Rv3671c protease	VHR inh abs	Vc quorum ag	PriA SSB inh	TcdB GH inh	MazEF act	Anthrax LF inh2
15	COc1ccc(NC2Oc3cc4c(cc3C(c3cc(OC)c(OC)c(OC)c3)C2C)OCO4)cc1 (centres undefined)	-0.7	·	-5	·	·	i	12	1.4	-9	-6
16	c1ccc(CNc2c3c(nc4ncnn24)CCCC3)nc1	1.9	1	2	0	-18	-7.7	-16	·	7	1
17	O=C(Cn1cnc2c(NCc3ccccc3)ncnc21)NCCc1cc2ccccc2[nH]1	0.1	·	-8	·	·	i	8	1.1	12	-5
18	CO/N=C/C=C1/N(C)c2ccccc2C1(C)C	0.9	6	2	3	5	i	·	1.4	2	-8
19	Cc1ccc(S(=O)(=O)Nc2c(C)n(C)n(-c3ccccc3)c2=O)cc1C(=O)NCc1ccccc1	0.5	·	-8	0	·	-0.4	-14	2.9	4	2
20	COc1ccc(/C=C/C(=O)Oc2cc(O)cc(O)c2)cc1	0.7	3	-1	-9	23	i	-11	1.1	5	14
21	Cc1cc(NC(=O)CON=C(N)CC(=O)Nc2ccccc2Cl)ccc1Br	-0.5	·	-15	·	·	-0.9	-1	7.6	-5	1
22	CCOc1ccc2nc(Cl)c(C3CC(c4ccccc4)=NN3C(=O)c3cccs3)cc2c1 (centres undefined)	-0.8	-3	-4	-5	-3	-0.5	0	0.7	-13	1
23	COc1ccc(N(CC(=O)Nc2cc(C)on2)S(=O)(=O)c2cc(C)ccc2C)cc1	-1.1	8	-3	2	-8	-0.3	4	·	-10	?
24	Cc1nn(Cc2ccc(Cl)cc2)c(C)c1NC(=O)/C=C/c1cnn(C)c1	0.5	-3	-4	6	-5	-0.6	-6	·	1	0
25	CCOC(=O)c1cccc(OCC(O)CNCCOc2ccccc2F)c1 (centres undefined)	-0.2	-2	11	4	32	-0.5	5	-1.4	2	-1
26	C/C(=N\NS(=O)(=O)c1ccc(C)cc1)c1ccc(Br)s1	-0.1	2	3	4	-12	i	·	·	5	-2
27	Cc1ccccc1OCC(=O)Nc1cnn(CCCC(=O)O)c1	0.3	-4	-2	-5	-16	-1.8	5	0.7	-22	0
28	COc1ccc(Cl)cc1NC(=O)CSc1nc(NS(=O)(=O)c2ccc(C)cc2)cc(=O)[nH]1	-0.3	-8	-5	4	19	-0.2	0	0.7	-24	-2
29	Cc1c(Cc2ccccc2)c(=O)oc2cc(OCC(=O)N[C@@H](Cc3ccccc3)C(=O)O)ccc12	1.0	5	26	5	13	-0.5	-7	-1.8	5	-2
30	CC(=O)Nc1ccc(NC(=O)C(C)OC(=O)CNC(=O)c2sc3ccccc3c2Cl)cc1 (centres undefined)	-0.1	0	14	-3	-6	-0.4	-8	·	3	0
31	O=C(CSc1nnc(Cc2cccs2)n1CCc1ccccc1)N1CCCc2ccccc21	1.6	0	12	0	-10	1.4	12	·	2	-2
32	Cc1ccccc1Cn1c([N+](=O)[O-])cnc1C	-0.9	3	-13	9	0	1.2	-8	0.8	5	-3
33	CCNC(=O)C(=O)NCCC1CCCCN1S(=O)(=O)c1cccs1 (centres undefined)	-0.3	·	-2	7	·	1.8	0	0.5	-15	-3
34	COc1ccc(CC2(CO)CCN(Cc3ccc(OC(F)(F)F)cc3)CC2)cc1	-1.0	-4	10	3	18	-0.2	-14	1.5	-11	-3
35	O=C(NCc1cccc(Br)c1)C1CC(c2ccccc2[N+](=O)[O-])=NO1 (centres undefined)	-0.8	·	-1	6	·	-1.3	2	0.3	6	6
36	CCCCn1c(=NC(=O)c2ccc3c(c2)OCO3)c(C#N)cc2c(=O)n3cccc(C)c3nc21	0.1	1	4	7	36	i	-11	·	-27	49*
37	O=S(=O)(c1ccc2oc3ccc(S(=O)(=O)N4CCCCC4)cc3c2c1)N1CCCCC1	1.0	5	5	8	19	-0.2	-15	·	0	-12
38	COc1ccc(-c2c(NC(=O)c3ccco3)n(C)c3ccccc3c2=O)cc1	-0.8	-1	14	-6	2	i	2	·	11	2
39	Cc1c(Cl)cccc1NC(=S)N1CCCCCC1	0.1	6	2	-6	-20	i	23	2.2	4	-7
40	COC(=O)N1c2ccccc2C=Cc2ccccc21	-0.6	4	1	-6	14	-0.3	1	0.2	-22	9

Full records as entered above. Screens in order: PfHsp40 yeast, 3CLpro inhibitor, Y pestis TopoI, Rv3671c protease, VHR inh abs, Vc quorum ag, PriA SSB inh, TcdB GH inh, MazEF act, Anthrax LF inh2
Shown for `Cc1ccccc1Cn1c([N+](=O)[O-])cnc1C` : -0.9, 3, -13, 9, 0, 1.2, -8, 0.8, 5, -3
Shown for `O=C(NCc1cccc(Br)c1)C1CC(c2ccccc2[N+](=O)[O-])=NO1` (centres undefined) : -0.8, ·, -1, 6, ·, -1.3, 2, 0.3, 6, 6

Next section:
entry	Structure	PfHsp40 yeast	3CLpro inhibitor	Y pestis TopoI	Rv3671c protease	VHR inh abs	Vc quorum ag	PriA SSB inh	TcdB GH inh	MazEF act	Anthrax LF inh2
41	CCc1cc(=O)oc2cc(C)cc(OCC(=O)NCCCN3CCOCC3)c12	-0.9	2	-1	1	7	-0.3	-8	0.6	7	4
42	COc1ccc(-c2noc(CCN3C(=O)c4ccccc4C3=O)n2)cc1OC	12	5	-1	11	9	-0.2	1	·	10	-13
43	COc1ccc(-c2nn(-c3ccccc3)cc2CN2CCCO2)c(F)c1	-0.5	-8	-1	6	22	-0.2	-1	0.5	6	-8
44	Cc1ccc(S(=O)(=O)N2CCC(C(=O)N[C@@H](C)C(=O)NCC3CCCO3)CC2)cc1 (some centres undefined)	0.2	2	5	-9	24	i	-6	·	3	-3
45	Cc1cccc(/N=C/c2nc(-c3ccccc3Br)oc2O)n1	-0.1	-1	3	-3	-16	-0.3	·	0.0	-2	2
46	CC(=O)Nc1ccc(OCC(=O)c2cc(C)ccc2C)cc1	-0.9	2	1	-3	8	i	-16	·	-5	-4
47	Cc1ccc(C(=O)CNc2ccccc2)cc1	5.7	5	27	3	4	-0.4	-4	0.3	2	-19
48	CCCCN(C(C)=O)c1c(CC)nc2ccc(C(=O)NCc3cccs3)cn12	·	·	8	·	·	-0.4	·	0.2	·	-5
49	N#Cc1ccccc1NC(=O)CSC1=Nc2ccccc2C2CC=NN12 (centres undefined)	2.0	6	12	-14	2	-0.2	-11	-0.1	16	-6
50	CCN(CC)c1ccc(N=Cc2c(O)n(-c3cc(OC)ccc3OC)c(=O)[nH]c2=O)cc1	-0.6	-2	3	-14	12	i	2	·	-122	-3
51	Cc1ccc2c(=O)c(C(=O)c3ccc(F)cc3)cn(CC(=O)NCc3ccco3)c2n1	-2.2	5	1	-1	-3	i	-3	0.4	7	0
52	CCn1c(SCC(=O)c2ccc(C)cc2)nnc1-c1ccncc1	-0.9	3	6	0	0	i	1	·	12	1
53	Cc1ccc(NC(=S)/N=C(\N)Nc2nc(C)c3cc(C)ccc3n2)c(C)c1	-0.8	2	21	2	8	-0.3	·	0.8	-8	-2
54	COc1ccc(C(=O)Nc2ccc(Cl)cc2C(=O)NCCO)cc1	0.2	2	-2	0	11	-2.8	-7	·	4	1
55	COCc1nnc(NC(=O)COc2ccc3c(c2)OCO3)s1	-1.7	0	-4	3	12	-0.3	-2	0.4	8	-15
56	N=C1C(c2ccccc2)=C(O)CN1c1ccccc1	-0.4	-2	-1	0	22	i	-6	0.6	-2	-1
57	CC(=O)Nc1cccc(-c2nnc(SCC(=O)N3CCCCC3)n2C)c1	-1.5	-4	-5	-3	-9	i	-21	·	-2	0
58	Cc1ccc(-c2nc(CN(Cc3cnn(C)c3)C(C)C)c(C)o2)o1	-1.0	2	8	-1	9	-0.3	-9	0.3	-2	-6
59	CCOC(=O)Cc1csc(NS(=O)(=O)c2ccc(Br)cc2)n1	-1.0	-2	-3	-5	21	-0.6	-13	0.6	0	-6
60	CC1(C)OC(=O)C(=NNc2ccccc2[N+](=O)[O-])C(=O)O1	-1.3	4	-9	-6	17	-4.8	6	0.4	-6	-8

Looked up above.
Entry for entry 56 under VHR inh abs: 22
Entry for entry 43 under Vc quorum ag: -0.2
Entry for entry 41 under Rv3671c protease: 1
